Bioassay records as filed in PubChem BioAssay.
D2 antag – D2 dopamine receptor (human) antagonism; P14416; HEK293 TREx D2 cells, calcium flux, dopamine EC80; inhibition, % at 10 µM; 2% of 340,000 active; AID 485344; in the data active means inhibition above about 30%; further: 0% is about no effect
Target sequence (P14416 whole entry, looked up): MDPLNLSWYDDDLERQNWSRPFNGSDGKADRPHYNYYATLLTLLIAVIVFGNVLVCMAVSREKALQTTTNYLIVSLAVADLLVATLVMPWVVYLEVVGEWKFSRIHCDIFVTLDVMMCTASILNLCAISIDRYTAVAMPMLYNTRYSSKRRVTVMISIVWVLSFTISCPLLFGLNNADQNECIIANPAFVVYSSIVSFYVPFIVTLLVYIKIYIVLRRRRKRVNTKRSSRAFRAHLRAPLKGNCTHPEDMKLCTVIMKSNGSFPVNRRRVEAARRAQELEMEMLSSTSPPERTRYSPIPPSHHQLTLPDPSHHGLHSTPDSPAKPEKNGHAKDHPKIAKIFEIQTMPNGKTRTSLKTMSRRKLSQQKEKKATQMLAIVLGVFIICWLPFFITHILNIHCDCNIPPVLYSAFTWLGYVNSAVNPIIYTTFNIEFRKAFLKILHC
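Calcium mobilization kinetics were recorded at 1 s intervals in tetracycline-induced HEK293 T-REx D2 cells, first for 180 s after compound addition and then 180 s after EC80 dopamine.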
Vif-APOBEC3F blk – inhibitors of Vif-A3F interaction; 0.2% of 390,000 active; AID 602313; Potency, µM (series often up to 46.1 µM), inactives show at the top dose activity, negative = active; HeLa A3F-eYFP + Vif (tagged APOBEC3F with the HIV-1 protein that degrades it), YFP fluorescence increase; further: potency means the concentration at half of the fitted maximal effect; % of control where 0% means no effect; nearly all actives have a fitted effect of over 65% in size
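HeLa cells stably expressing A3F-eYFP plus Vif, plated and incubated overnight at 37 deg C, then exposed to compounds overnight at 37 deg C. Blocked degradation read as raised yellow fluorescence (Ex 488/Em 500-530).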
RGS4 inhibitor – blocks human RGS4-accelerated GTP hydrolysis; P49798; Transcreener GDP fluorescence polarization, RGS4-accelerated GTP hydrolysis; Potency, µM (doses to about 114 µM), for inactives: at the top dose activity change, negative = inhibition, most hits filed as inhibitors; 0.039% of 390,000 active; further: potency means the concentration at half of the fitted maximal effect; on the % scale 0 is the no-effect control and ±100 the full control effect; nearly all actives have a fitted effect of over 75% in size; some results filed as inactive show a strong effect at the top dose
Target sequence (P49798 whole entry, looked up): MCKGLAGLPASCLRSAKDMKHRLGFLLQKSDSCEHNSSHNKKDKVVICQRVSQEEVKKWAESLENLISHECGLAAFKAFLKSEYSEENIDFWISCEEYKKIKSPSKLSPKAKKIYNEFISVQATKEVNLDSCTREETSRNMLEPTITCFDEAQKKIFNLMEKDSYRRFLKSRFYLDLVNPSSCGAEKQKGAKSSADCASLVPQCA
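MLSMR compounds (23 nl, pin-transferred) preincubated 10 min at room temperature with a 500nM (2x) first reagent, then RGS4 at 900nM (2x) plus Transcreener GDP mix added; fluorescence polarization (620/688 nm) read before and after 90 min at 30 °C.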
LDHA inh – blocks human lactate dehydrogenase A; P00338; purified LDHA, NADH/diaphorase-resazurin fluorescence; stronger effect = lower value; activity change, % (values are at about 110 or 230 µM); 0.15% of 480,000 active; in the data active means activity change below about -30%; inconclusive means mostly about -25% to -30%;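 further: plate controls were DMSO wells for no effect and wells without enzyme for full effect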
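Enzyme activity of human lactate dehydrogenase 5 (2 nM; 0.06 mM NADH, 0.2 mM pyruvate, 5 min, RT) is measured via a resazurin/diaphorase fluorescence readout of residual NADH.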
D2 ag – D2 dopamine receptor (human) agonism. activation, % at 2 µM. P14416. 0.53% of 340,000 active. HEK293 T-REx D2 cells, calcium flux agonist mode;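 active means activation over 3 SD above normal in the single-dose calcium agonist read, cut at about 30% in these data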; further: 0% is about no effect
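Agonism is scored from calcium flux in a force-coupled, inducible HEK293 cell line expressing D2, read kinetically for 180 s after compound addition against dopamine controls.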
GRP78 ERSR act – ER stress response induction in glioma; U87-MG GRP78 promoter luciferase reporter, 16 h; Potency, µM, for inactives: top-dose activation, most hits filed as activators; 0.02% of 420,000 active; further: potency means the concentration at half of the fitted maximal effect; series mostly up to about 76 µM; % of control where 0% means no effect; nearly all actives have a fitted effect of over 35% in size
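Stably transfected U87-MG glioma cells carrying a GRP78-based luciferase sensor; 16 h compound incubation. Luminescence end-point read 10 min after Bright-Glo addition at room temperature.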
ALOX12 inh – blocks human arachidonate 12S-lipoxygenase; 1.1% of 580,000 active; P18054; Potency, µM (series often up to 108 µM), for inactives: at the top dose activity change, negative = inhibition, most hits filed as inhibitors; purified 12hLO, xylenol orange hydroperoxide absorbance; AID 1671190; further: potency means the concentration at half of the fitted maximal effect; on the % scale 0 is the no-effect control and ±100 the full control effect
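Hydroperoxide product was detected by ferrous iron/xylenol orange as the 573 to 405 nm absorbance ratio. Arachidonic acid at 40 uM (final) was turned over for 30 min at room temperature by 150 nM human 12hLO, pH 7.0 Hepes buffer, after 15 min compound preincubation.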
ERG Ets-DNA blk – inhibitors of human ERG Ets domain-DNA interaction; AID 624246; P11308; Potency, µM (highest dose often 76.9 µM), for the others: at the top dose FP activity, negative = inhibition, most hits filed as inhibitors; fluorescence polarization, His-ERG Ets domain / labelled DNA; 0.028% of 370,000 active; active means well fitted inhibition curve with a large enough effect in the polarisation, with a control signal flat; inconclusive means small, poorly fitted or top-dose-only effect, or effect the other way, or a change in a side signal; inactive means no such curve, though single readings can be large or run the other way; the % refers to the polarisation;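 further: polarization taken with two DNA probes labelled with fluorescein and Texas red; potency means the concentration at half of the fitted maximal effect; % of control where 0% means no effect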
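His-tagged ERG Ets domain (1 uM in the protein solution; 300mM KCl, 50mM Tris-HCl, 1mM EDTA, 1mM DTT, pH 7.5) received compound, then a probe mix of 5 nM fluorescein-DNA and 100nM Texas-615-DNA. Fluorescence polarization was read for both dyes.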
Vif-A3G inh – Vif-A3G binding inhibition; 0.076% of 410,000 active; Potency, µM (series often up to 46.1 µM), without a hit: at the top dose activity, negative = active, usual class: inhibitors; HeLa A3G-eYFP + Vif (tagged APOBEC3G with the HIV-1 protein that degrades it), YFP fluorescence, overnight;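 further: potency means the concentration at half of the fitted maximal effect; on the % scale 0 is the no-effect control and ±100 the full control effect; nearly all actives have a fitted effect of over 60% in size; hits raise eYFP signal because A3G escapes Vif-driven loss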
Target sequence (Q9HC16 whole entry, looked up): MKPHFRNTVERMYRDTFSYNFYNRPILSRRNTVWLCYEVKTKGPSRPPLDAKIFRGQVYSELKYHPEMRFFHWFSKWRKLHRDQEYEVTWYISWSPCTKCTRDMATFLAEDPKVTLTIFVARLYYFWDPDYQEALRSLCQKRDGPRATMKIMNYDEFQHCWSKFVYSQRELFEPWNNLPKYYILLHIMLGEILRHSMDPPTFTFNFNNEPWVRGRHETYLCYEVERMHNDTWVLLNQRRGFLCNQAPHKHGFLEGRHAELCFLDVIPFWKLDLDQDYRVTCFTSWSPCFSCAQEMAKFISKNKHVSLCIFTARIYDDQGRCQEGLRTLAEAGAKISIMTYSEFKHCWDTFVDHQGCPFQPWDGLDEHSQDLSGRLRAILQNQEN
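HeLa cells stably expressing Vif and C-terminally eYFP-tagged A3G, seeded overnight at 37 deg C, then exposed to compound by pintool overnight at 37 deg C. Rise in yellow fluorescence (Ex 488/Em 500-530, Acumen) marks blocked Vif-driven A3G degradation.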
* = called active by the depositor; ? = inconclusive; nt = no result given; & = joins results of further samples; ! = a repeat was not active; [ ] = dose if it differs, or a comment. Unless noted, the call rests on the fitted dose curve; in most records, active means well fitted curve in the direction sought with a large enough effect; inconclusive means small, poorly fitted or top-dose-only effect, or another doubt; inactive means no such curve, though single readings can be large; an effect the other way counts as inactive or inconclusive. The list is partial (hit frequency here may not be typical).

mol,D2 antag,Vif-APOBEC3F blk,RGS4 inhibitor,LDHA inh,D2 ag,GRP78 ERSR act,ALOX12 inh,ERG Ets-DNA blk,Vif-A3G inh
Cc1ccc2c(=O)cc(C(=O)Nc3sc4c(c3C(=O)NCc3ccccc3)CCCC4)oc2c1C,nt,-10.5%,5.4%,0.5,1.6,-4.2%,0.1%,-6.0%,1.8%
CSC1=NC2(C[C@H]2c2ccccc2)C(=O)N1C (some centres undefined),nt,-2.9%,-1.0%,1.6,nt,-2.5%,121.2%[activator],-6.9%,-0.4%
COc1ccc2oc(=O)c(C(=O)Nc3cccc(C)c3)cc2c1,-3.4,-9.9%,-6.0%,2.4,0.0,5.7%,2.3%,6.4%,2.2%
CCC(C)c1ccc(O)c(NC(=S)NC(=O)c2cccs2)c1 (centres undefined),nt,8.2%,nt,-5.2,nt,-9.4%,22.4µM*,nt,-20.4%
CC(=O)Nc1ccc(N=Cc2nc(-c3ccc(C)cc3)oc2O)cc1,-11.9,4.2%,-36.6%,-3.7,1.3,-2.7%,0.0%,-10.1%,1.3%
COc1ccccc1C(=O)NC(=O)CSc1nc2nc(C)cc(C)n2n1,9.2,5.5%,-15.2%,1.7,-0.1,-3.6%,-11.9%,1.1%,0.5%
CCOP(=O)(OCC)c1nc(-c2ccccc2)oc1NCc1ccccc1,-6.7,-10.5%,9.1%,-2.5,-0.2,1.2%,-9.1%,-0.6%,-1.3%
CCOC(=O)N1CCN(C(=O)C2CCN(S(=O)(=O)c3cc(C)ccc3OC)CC2)CC1,33.4*,10.3%,6.5%,-3.3,-0.5,-3.3%,33.3%[activator],18.1%,-0.4%
CN1/C(=C\C=N\O)C(C)(C)c2ccccc21,19.6,1.0%,2.0%,9.5,-0.2,-6.5%,-16.4%,-7.7%,-11.1%
C[C@H]1CN=C(Nc2ccccc2)N1CCCC1CCCC1,1.0,-2.4%,-15.5%,1.0,0.0,-6.7%,7.9%,7.1%,4.7%
Cc1ccc(C(=O)NNC(=O)C2CCN(c3nc(C)cc(C)n3)CC2)cc1,-6.3,-1.3%,6.9%,-11.7,-0.2,-1.4%,1.7%[57.4 µM],nt,0.2%
O=C(CSc1nnnn1-c1cccnc1)Nc1ccc(F)cc1F,-0.1,-17.3%,7.0%,-6.8,-0.2,-3.6%,0.0%,9.4%,1.8%
O=c1c(-c2ccnn2-c2cccc(Cl)c2)cnc2n1CCS2,-9.3,-2.5%,17.9%,2.9,-0.4,5.9%,0.0%,-3.5%,-1.0%
COc1ccc(/C=N/NC(=O)CCNc2n[nH]c(=O)[nH]c2=O)c(OC)c1,7.0,9.3%,17.2%,-4.2,-1.0,-5.2%,-2.4%,1.0%,11.0%
Cn1ccc2cc(S(=O)(=O)N3CCC(C(=O)NCCc4ccccc4)CC3)ccc21,nt,3.4%,-15.5%,-1.4,0.5,-2.0%,-21.3%,-2.4%,1.3%
Cc1ccc(NC(=O)c2cnc(SCC(=O)Nc3cc(C)on3)n(C)c2=O)cc1,nt,-3.0%,-3.9%,-6.8,nt,0.3%,2.1%,-2.3%,-1.4%
CC1=C(C#N)c2nc(N)c(C#N)c(C)c2/C1=C\c1ccc(-c2ccccc2C(=O)O)o1,2.8,7.9%,?,14.2,0.3,1.7%,?,17.4%,2.6%
COc1ccc2[nH]c(C(=O)O)c(NS(=O)(=O)c3ccc(Cl)s3)c2c1,6.7,-3.1%,-20.4%,1.0,0.5,0.0%,-23.1%,12.5%,-4.0%
c1cncc(-c2csc(NCc3ccco3)n2)c1,3.7,-5.2%,-13.6%,-8.0,-0.3,1.0%,0.0%,-1.3%,0.6%
COc1ccc(/C=N/Nc2ccc(C(=O)O)cc2)cc1OC,9.1,-11.9%,-3.6%,-11.5,-0.3,-11.6%,-8.0%,-0.1%,-0.7%
CCOC(=O)c1cc2c(ccn2C)n1CC(=O)N1C(C)CCCC1C (centres undefined),4.8,5.3%,18.2%,-9.1,1.3,-5.4%,-21.3%,-7.5%,0.8%
CCN(CC)S(=O)(=O)c1cc(-c2nnc(-c3ccc(Br)cc3)o2)ccc1Br,-13.8,1.7%,-11.0%,-0.7,0.0,1.3%,8.3%,-2.1%,-3.0%
COC(=O)C1CCN(Cc2nnc(-c3ccccc3)o2)CC1,65.6*,-4.4%,-6.0%,-5.2,45.0*,4.1%,-7.4%,14.5%,-3.7%
COc1ccc(CCNC(=O)Cn2c(=O)[nH]c3ccsc3c2=O)cc1OC,12.9,9.6%,24.0%,-7.0,0.1,-2.6%,11.4%,-3.0%,0.4%
CC(=O)Nc1ccc(-c2ccnc3c2CC(C(=O)Nc2cccc(Oc4ccccc4)c2)O3)cc1 (centres undefined),nt,nt,nt,-1.5,nt,-3.0%,?,nt,-20.1%
Cc1ccc2onc(CC(=O)Nc3ccc(C(C)C)cc3)c2c1,nt,5.0%,-29.4%,-0.6,0.6,-0.8%,-4.3%,-0.2%,-5.1%
Cc1ccc(C(=O)N2CCCCC2)cc1S(=O)(=O)N1CCCCCC1,-4.4,4.8%,6.6%,-2.0,0.2,2.0%,-8.4%,13.8%,0.0%
C=CCOC(=O)C(C#N)c1nc2ccccc2nc1N1CCCC1 (centres undefined),-2.2,-1.0%,-9.9%,8.1&12.1,0.7,-5.1%,?,10.3%,-3.6%
O=C(O)Cn1ccc2cc(S(=O)(=O)N3CCCCCC3)ccc21,-2.6,0.3%&-1.6%,-11.2%&5.9%,-6.2&2.7,0.9&-0.7,-5.7%&-5.6%,-4.2%&-18.9%,3.0%&6.8%,-0.3%&0.3%
N#C/C(=C\c1ccc2c(c1)OCO2)C(N)=S,-4.9,0.6%,-17.9%,-0.9,-0.1,-0.1%,0.0%,-5.8%,0.4%
COc1cccc(CC(=O)Nc2ccc(S(=O)(=O)Nc3nccs3)cc2)c1,nt,-6.3%,7.8%,-5.1,nt,-1.0%,?,-4.8%,0.2%
COc1ccccc1Cc1c(C(C)(C)C)nc2c3ccccc3ccn12,nt,nt,nt,-5.7,nt,-6.1%,28.2µM*,nt,-25.2%
CCOC(=O)/C=C1\CN(CCC(C)C)S(=O)(=O)c2ccccc21,8.7,-3.1%,4.5%,-1.3,0.7,-3.0%,4.9%,-2.9%,-0.4%
O=C(COC(=O)c1cccs1)NCCC1=CCCCC1,2.3,-5.5%,16.3%,-5.5,-1.2,0.9%,-0.6%,10.1%,0.2%
Cn1ccnc1C(O)(c1nnc(-c2ccccc2)o1)C(F)(F)F (centres undefined),-31.6,9.2%,-5.9%,-2.7,-0.4,-0.7%,493.3%[activator],-7.2%,7.6%
CC(=O)Nc1ccccc1-c1nc2ccccc2n(CC(=O)Nc2cccc(C)c2C)c1=O,nt,-0.7%,-8.7%,-0.5,0.2,-2.2%,-6.1%,10.6%,-0.7%
CC(=O)c1ccc(OCCCC(=O)Nc2cc(S(=O)(=O)N(C)C)ccc2C)cc1,19.4,-0.7%,-22.9%,2.0,1.4,0.3%,-10.9%,-6.8%,1.0%
C[C@H](CO)N1C[C@H](C)[C@H](CN(C)S(=O)(=O)c2ccc(F)cc2)Oc2ncc(Br)cc2C1=O,nt,-15.2%,nt,-6.6,nt,-3.7%,?,nt,2.3%
CCN(CC(=O)Nc1ccccc1-c1ccccc1)Cc1nc2ccccc2c(=O)[nH]1,-13.0,-0.7%,-11.1%,0.5,-0.1,-6.1%,2.1%,14.9%,7.08µM*
Cn1c(=O)c2c(nc(SCC(=O)NCC3CCCO3)n2C)n(C)c1=O (centres undefined),11.1,3.3%,5.7%,-13.4,0.4,-2.5%,0.2%,-6.8%,3.2%
COc1cccc(-c2cccc(NC(=O)C3CCN(Cc4cccc(C)n4)CC3)c2)c1,-21.2,-2.4%,5.1%,-2.9,0.4,-3.4%,19.2%,-0.6%,0.6%
O=C(NC(NC(=S)Nc1cccc(Cl)c1)C(Cl)(Cl)Cl)OCc1ccccc1 (centres undefined),77.9*,-19.4%,-15.2%,0.7,1.8,2.1%,?,nt,-10.6%
C=CCNC(=O)NC(=O)COC(=O)c1nc2nccc(C)n2n1,3.1,-1.5%,-17.2%,-2.6,2.4,-3.7%,-11.5%,0.4%,9.6%
Cc1ccc(OCC(=O)O/N=C(\N)c2cccnc2)cc1,-3.7,-0.1%,10.5%,-9.9,0.0,1.0%,-2.9%,-9.5%,-1.0%
COc1ccccc1-n1c(SCC(N)=O)nc2c(c1=O)SCC2,-5.1,-1.1%,7.5%,-3.4,0.1,-5.5%,?,-6.8%,4.6%
O=C(Nc1nc2ccsc2c(=O)s1)c1ccc(F)cc1Cl,-1.6,5.0%,-2.2%,-9.7,0.1,2.5%,-23.6%,5.6%,-0.6%
COc1ccc(NC(=O)[C@@H]2O[C@H](CO)[C@H](O)[C@H](O)[C@H]2O)cc1F,nt,nt,nt,-5.4,nt,2.4%,-5.3%,nt,-0.1%
CCc1ccc(NC(=O)COc2ccc(F)cc2C(=O)c2cnn(-c3ccccc3)c2)cc1,-4.6,-24.2%,-14.5%,-1.1,1.4,7.1%,-11.7%,1.0%,-16.6%
O=C(COC(=O)c1cnccn1)Nc1ccc(Cl)cc1C(F)(F)F,-0.9,8.4%,-18.5%,1.0&5.2,-0.1,-4.2%,10µM*!,8.4%,1.1%
